HTT cytoprotect: Huntington cell model cytoprotection by ATP luminescence; hit rate 0.14% among 230,000; Potency, µM (doses to about 56.4 µM), for the others: cytoprotection (ATP increase), usual class: activators; PC12 HTT-Q103 induced, cytoprotection, ATP luminescence, 40 h;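 also: % of control where 0% means no effect; nearly all actives have a fitted effect of over 45% in size; toxic huntingtin expression switched on by the ecdysone agonist tebufenozide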
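PC12 cells stably carrying ecdysone-inducible Htt exon 1 (Q103)–GFP were induced with 100 nM tebufenozide (final) alongside library compounds in a dose series. Cytoprotection was scored as retained ATP by ATPlite luminescence.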
Tau ThT inhib: tau fibrillization inhibition (ThT binding); hit rate 2.1% among 270,000; P10636; Potency, µM (highest dose often 57.4 µM), for the others: at the top dose activity, negative = inhibition, usual class: inhibitors; recombinant tau K18 P301L, heparin-induced fibrillization, ThT fluorescence; AID 1460; also: % is scaled to controls: 0 for no effect and ±100 for the full control effect; nearly all actives have a fitted effect of over 55% in size
Target sequence (P10636 561-689 P618L limits assumed): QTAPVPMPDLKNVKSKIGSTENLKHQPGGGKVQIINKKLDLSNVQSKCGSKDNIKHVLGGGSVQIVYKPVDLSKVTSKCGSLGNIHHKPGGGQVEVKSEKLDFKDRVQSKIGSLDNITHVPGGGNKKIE
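Heparin-induced fibrillization of the P301L-mutant K18 repeat-domain fragment of human tau was followed by ThT binding in quantitative high-throughput format.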
Tau fluor counter: counter-screen for tau fibril formation inhibitors; tau K18 P301L (four-repeat tau fragment) Alexa594 fluorescence, heparin fibrillization; Potency, µM (highest dose often 57.7 µM), for inactives: at the top dose activity change, negative = decrease; hit rate 0.93% among 280,000; AID 1463; also: % is scaled to controls: 0 for no effect and ±100 for the full control effect; nearly all actives have a fitted effect of over 55% in size
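Human K18 P301L tau (15 uM unlabeled plus 0.24 uM Alexa 594-labeled, final) in 100 mM sodium acetate pH 7 was mixed with compound and 20 uM heparin and incubated 6 hr at 37 C.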
GAA inh: blocks human lysosomal alpha-glucosidase; P10253; purified human GAA, 4-MU-alpha-glucoside fluorescence; Potency, µM (top dose mostly 76.9 µM), for inactives: top-dose activity change, negative = inhibition, most hits filed as inhibitors; hit rate 0.005% among 200,000; AID 1466;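 also: plate controls were uninhibited enzyme wells for no effect and no-enzyme background for full effect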
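Compounds are titrated up to 77 uM against 4 nM human enzyme. Substrate 4-methylumbelliferyl-alpha-D-pyranoside (400 uM) reacts 20 min at room temperature in pH 5.0 buffer; liberated 4-methylumbelliferone is read at 440 nm.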
GLA spleen mod: alpha-galactosidase A (human) modulation; Potency, µM (series often up to 80 µM), without a hit: at the highest dose activity change, negative = inhibition, hits mostly inhibitors; P06280; AID 2107; hit rate 0.008% among 240,000; human spleen homogenate, 4MU-alpha-Gal fluorescence, 40 min;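 also: 0% = enzyme with vehicle and -100% = no enzyme basal signal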
Target sequence (P06280 32-429 limits assumed): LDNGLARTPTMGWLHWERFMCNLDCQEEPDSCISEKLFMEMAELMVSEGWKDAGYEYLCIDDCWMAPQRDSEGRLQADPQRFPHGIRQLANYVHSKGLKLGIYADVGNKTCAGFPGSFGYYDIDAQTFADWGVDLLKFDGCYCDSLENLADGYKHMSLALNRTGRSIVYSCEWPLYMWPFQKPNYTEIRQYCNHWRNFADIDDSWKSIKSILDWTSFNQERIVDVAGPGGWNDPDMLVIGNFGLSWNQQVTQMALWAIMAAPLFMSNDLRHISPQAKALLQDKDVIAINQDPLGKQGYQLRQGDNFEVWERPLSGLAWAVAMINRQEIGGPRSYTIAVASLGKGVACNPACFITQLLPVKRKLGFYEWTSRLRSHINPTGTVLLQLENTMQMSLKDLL
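Fluorogenic readout (Ex 365/Em 440 nm) of 4-methylumbelliferone released from 1 mM 4-MU-alpha-galactoside by spleen homogenate, 40 min at 37C, pH 5.0. Data normalized to no-enzyme and enzyme controls; Hill-equation AC50 from compound titrations.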
GAA glycogen mod: inhibitors or activators of human alpha-glucosidase glycogen cleavage; recombinant GAA, glycogen substrate, Amplex Red glucose oxidase fluorescence; hit rate 0.38% among 300,000; Potency, µM (highest dose often 76.4 µM), for inactives: at the highest dose activity change, negative = inhibition, actives largely listed as inhibitors;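 also: 0% = full enzyme reaction and -100% = no-enzyme basal signal; the screen sought inhibitors and activators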
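Natural-substrate format: glycogen cleavage by 4 nM human enzyme, glucose read by Amplex Red coupling (Ex 573, Em 610 nm). Normalized to enzyme and no-enzyme controls.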
Tau fibril FP: inhibitors of human tau fibril formation. P10636. K18 P301L tau heparin fibrillization, Alexa594 FP, 6 h. Potency, µM (titrated, usually from 57.7 µM), for inactives: at the top dose activity, negative = inhibition, most hits filed as inhibitors. hit rate 0.39% among 280,000. AID 1468; also: % is scaled to controls: 0 for no effect and ±100 for the full control effect; nearly all actives have a fitted effect of over 55% in size
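Read-out: fluorescence polarization of Alexa 594-labeled tau (0.24 uM), 555 nm excitation, 632 nm emission. Mixtures held 15 uM unlabeled K18 P301L, compound and 20 uM heparin, pH 7 acetate buffer, incubated 6 hr at 37 C.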
GAA spleen mod: lysosomal alpha-glucosidase (human) modulation. human spleen homogenate, 4-MU-alpha-glucoside fluorescence. Potency, µM (titrated, usually from 79.9 µM), for the others: at the top dose activity change, negative = inhibition, usual class: inhibitors. hit rate 0.006% among 240,000;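 also: 0% = enzyme with vehicle and -100% = no enzyme basal signal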
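AC50 values come from Hill-equation fits of concentration-response data, normalized to no-enzyme and full-activity controls. Enzyme source: 1 ug human spleen homogenate; 1 mM fluorogenic 4-MU glucoside, pH 5.0 citrate buffer, 37 C, 40 min.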
The depositor's hits bear a star; u = inconclusive; x = no result given; & = joins results of further samples; [ ] = another dose, or the depositor's remark. Calls follow the shape of the dose curve; as a rule, active = well fitted curve in the direction sought with a large enough effect; inconclusive = small, poorly fitted or top-dose-only effect, or another doubt; inactive = no such curve, though single readings can be large; an effect the other way counts as inactive or inconclusive. Potency is read from the fitted curve at half-maximal effect.

structure	HTT cytoprotect	Tau ThT inhib	Tau fluor counter	GAA inh	GLA spleen mod	GAA glycogen mod	Tau fibril FP	GAA spleen mod
O=C(COC(=O)CN1C(=O)C2CC=CCC2C1=O)Nc1cc(C(F)(F)F)ccc1N1CCOCC1 (stereo unspecified)	-21%	3%	0%	-4%	0%	-4%	3%	1%
CCC(C)[C@H](N)c1nnc(SCc2cccc(F)c2)o1 (stereo partly specified)	9%	-6%	-11%	-3%	2%	-3%	1%	-1%
Cc1nc2cc(C(=O)OCC(=O)Nc3cccc(Cl)c3)ccc2n1-c1ccccc1	9%[10 µM]	-11%	u	-2%	0%	3%	-14%	5%
O=C(NCc1ccc(F)cc1)c1cccc(S(=O)(=O)N2CCCC2)c1	16%	0%	-9%	4%	11%	-1%	-2%	-4%
CCc1ccc2oc(C(=O)NCC(c3ccc(Cl)cc3)N3CCOCC3)c(C)c2c1 (stereo unspecified)	x	u	-15%	x	x	3%[76.3 µM]	5%	x
Cc1ccccc1-c1nc2ccccc2c(=O)n1/N=C/c1ccccc1[N+](=O)[O-]	-10%	2%	-4%	-8%	-6%	-20%	-4%	1%
O=C(CNC(=O)c1ccccc1)NCC(=O)OCc1ccccc1Cl	-17%	4%	-2%	9%	5%	12%	6%	2%
CCCCN(CCCC)CCCNC(=O)Cn1cc2c(n1)-c1c(oc(C(=O)N3CCCC3)c1C)CC2	x	-5%	-10%	x	x	-3%&-5%[76.3 µM]	-8%	x
CCOC(=O)CNC(=O)N1CCc2cc(S(=O)(=O)N3CCC(C)CC3)ccc21	x	2%	-12%	x	x	1%[76.3 µM]	-1%	x
COc1ccc(N(Cc2ccccc2)S(=O)(=O)c2ccc(C)cc2)cc1	23%[10 µM]	-10%	-30%	-5%	1%	2%	-17%	1%
COc1ccc(Nc2ncnc3ccccc23)cc1	1%	-17%	-14%	-7%	-11%	1%	7%	-4%
COc1ccc(Cn2c(C(=O)O)c(CNC3CCCC3)c3ccc(OC)cc32)cc1	x	0%	3%	x	x	-17%[76.3 µM]	10%	x
COc1ccc(CCNC(=O)CSc2nnc(Cc3csc(N)n3)n2C)cc1OC	-11%	-5%	-3%	-3%	-4%	-2%	-7%	-6%
O=C(O)c1cc(-c2ccco2)nn1-c1ccc(Cl)cc1	1%	-16%	-4%	5%	0%	-1%	0%	-13%
COc1cc(CNc2ccc(C(=O)O)cc2)cc(Br)c1OCC(=O)NC(C)(C)C	x	-14%	-8%	10%	-12%	0%	5%	-11%

3 compounds out of the list above, ordered by their value in GAA inh, lowest first.
| canonical_smiles | GAA inh |
| --- | --- |
| COc1ccc(N(Cc2ccccc2)S(=O)(=O)c2ccc(C)cc2)cc1 | -5% |
| Cc1nc2cc(C(=O)OCC(=O)Nc3cccc(Cl)c3)ccc2n1-c1ccccc1 | -2% |
| O=C(NCc1ccc(F)cc1)c1cccc(S(=O)(=O)N2CCCC2)c1 | 4% |

Further structures follow.
structure	HTT cytoprotect	Tau ThT inhib	Tau fluor counter	GAA inh	GLA spleen mod	GAA glycogen mod	Tau fibril FP	GAA spleen mod
CCOc1ccc2nc(NC(=O)CSc3nc4cccnc4n3C)sc2c1	5%	-13%	-7%	6%	3%	-3%	1%	-4%
COc1ccc(NC(=O)c2cccc(S(=O)(=O)N3CCc4ccccc43)c2)cn1	17%	4%	u	u	1%	-18%	-8%	-8%
COc1cc2c3nnc(-c4ccc(F)cc4)c-3cn(Cc3ccccc3F)c2cc1OC	-121%[inhibitor]	u	u	-5%	1%	5%	u	-2%
COC(=O)C(NC(C)=O)(Nc1ccc(Br)cn1)C(F)(F)F (stereo unspecified)	-21%	-3%	4%	-3%	2%	-3%	-4%	-3%
O=C(CCN1CCCC1Cc1ccccc1)c1ccc2c(c1)OCCO2 (stereo unspecified)	-6%	-13%	5%	-13%	5%	-1%	u	-1%
FC(F)(F)c1nnc2c(Sc3ccccc3)nc3ccccc3n12	20%[10 µM]	-19%	-10%	-6%	1%	-3%	-6%	-5%
S=C(NCC(c1cccnc1)N1CCOCC1)NC1CCCCC1 (stereo unspecified)	-4%	-8%	-9%	4%	5%	-3%	5%	12%
COc1cc(/C=N/N=C2/C(=O)Nc3ccccc32)ccc1O	-8%[10 µM]	11µM*	u	u	-15%	-1%	7%	-5%
O=C(NCC(c1cccs1)N1CCOCC1)c1ccc(Cl)c([N+](=O)[O-])c1 (stereo unspecified)	5%[10 µM]	0%	2%	-11%	4%	17%	6%	2%
Cc1cccc(NCCNc2cccc(C)c2)c1	-61%[inhibitor]	u	u	-10%	-1%	-13%	15%	-11%
CCN(CC)S(=O)(=O)c1ccc(Cl)c(NC(=O)COC(=O)/C=C/c2ccc(O)c(OC)c2)c1	16%[10 µM]	-7%	u	-13%	-13%	0%	-6%	-6%
CC1(C)C2CCC(C2)C1(C)NC(=O)CNCC1CCCCC1 (stereo unspecified)	-32%[inhibitor]	-4%	0%	2%	-8%	-5%	-1%	-3%
CC(C)[C@H](NC(=O)c1ccccc1)C(=O)OCC(=O)N1CCc2ccccc2C1	13%	-4%	-1%	-4%	9%	4%	-5%	0%
Cc1nnc(C)n1/N=C/c1ccc(-c2ccccc2)cc1	-19%	4%	2%	7%	9%	5%	-6%	-6%
Nc1nc(SCC(=O)c2ccc(Oc3ccccc3)cc2)n[nH]1	-27%	-12%	-11%	-1%	-3%	-6%	1%	-7%

(more compounds)
structure	HTT cytoprotect	Tau ThT inhib	Tau fluor counter	GAA inh	GLA spleen mod	GAA glycogen mod	Tau fibril FP	GAA spleen mod
COc1ccc(/C=N/N=C2\SCC(=O)N2c2c(C)n(C)n(-c3ccccc3)c2=O)cc1OC	24%[10 µM]	-4%	16%	2%	0%	3%	0%	4%
CC(CN(C(N)=O)c1ccccc1O)C(=O)O (stereo unspecified)	10%	-8%	-10%	-4%	1%	2%	3%	-6%
O=C(Nc1ccc2c(c1)CCC2)c1ccccc1F	7%[10 µM]	u	-13%	-10%	6%	7%	5%	-5%
COc1cccc(NC(CNS(=O)(=O)c2ccc(C)cc2)c2ccccc2)c1 (stereo unspecified)	x	-8%	u	x	x	2%[76.3 µM]	7%	x
O=C(O)c1ccccc1OCc1ccccc1Cl	14%[10 µM]	x	-10%	x	3%	-3%	0%	8%
CN1C(=O)CS(=O)c2ccc(C(=O)NCCC3=CCCCC3)cc21 (stereo unspecified)	-3%	-14%	-3%	-4%[15.4 µM]	-3%	13%	4%	-1%
Cc1cc([N+](=O)[O-])ccc1NCc1ccc2ccccc2c1	10%	u	u	-2%	6%	3%	-13%	-7%
CC(C)CNC(=O)c1ccccc1NC(=O)CSCc1ccccc1	-9%[10 µM]	1%	-8%	-6%	-4%	13%	-7%	0%
Cc1ccc(NS(=O)(=O)c2cc(NC(=O)c3ccc4c(c3)NC(=O)CS4)ccc2C)c(C)c1	-22%	11%	u	4%	6%	5%	u	2%
O=C(c1ccc(F)cc1)N1CCN(c2cnn(-c3ccccc3)c(=O)c2Cl)CC1	x	-3%	-5%	0%	1%	24%	-3%	1%
Cc1ccc(CN2CCNC(=O)C2CC(=O)N(C)C(C2CC2)C2CC2)o1 (stereo unspecified)	-30%	u	-3%	8%	-2%	9%	1%	-2%
Cc1ccc(Cl)cc1NC(=S)N/N=C/c1cccc2ccccc12	-65%[inhibitor][10 µM]	u	u	-1%[15.4 µM]	-4%	-23%	-15%	-6%
COc1ccc(C2=CC(=O)OC3(CCCC3)O2)cc1	-5%[10 µM]	-13%	-14%	3%	-2%	2%	1%	-4%
O=C(Cn1cnc([N+](=O)[O-])n1)NCCc1ccccc1	1%[10 µM]	-9%	-10%	-3%	-4%	9%	-7%	-5%
COc1cccc(CN2CCN(Cc3ccc(OC)c(OC)c3)CC2CCO)c1 (stereo unspecified)	-29%	-4%	2%	-1%	3%	14%	-3%	1%

Continuation:
structure	HTT cytoprotect	Tau ThT inhib	Tau fluor counter	GAA inh	GLA spleen mod	GAA glycogen mod	Tau fibril FP	GAA spleen mod
CCNS(=O)(=O)c1ccc(OC)c(C(=O)NC2CCCCC2)c1	-19%	15%	10%	-1%	1%	-7%	3%	-6%
Cc1nn(C)c(Oc2cccc(C(F)(F)F)c2)c1C#N	-15%	2%	-6%	-5%	4%	-9%	-10%	x
COc1ccc(OC(=O)c2cc(-c3ccc4c(c3)OCCO4)on2)cc1	x	-6%	-3%	x	x	6%[76.3 µM]	3%	x
Cc1cc2cc(CNC(=O)NC3CCCCC3)ccc2n1C	12%[10 µM]	-14%	-8%	-7%	8%	4%	-8%	2%
N#Cc1cc2c(nc1SCc1ccccc1)CCCC2	x	-3%	-11%	-11%	9%	-10%	-19%	10%
CCOC(=O)c1c(N)nn(C(=O)c2ccccc2)c1-c1ccccc1	-40%[inhibitor]	-17%	-24%	6%	-5%	0%	-6%	0%
Cc1ccc(C(=O)N(CC(=O)NC2CCCCC2)c2ccccc2C)s1	9%	-18%	-13%	1%	-1%	-3%	2%	-13%
Cc1ccc(Cn2ccc(NC(=O)c3cc(-c4ccc(F)cc4)on3)n2)cc1	-13%[10 µM]	5%	1%	-5%	-26%	8%	-7%	-9%
O=C(COC(=O)C1CCCCC1)Nc1ccc([N+](=O)[O-])cc1	11%[10 µM]	-10%	-29%	-1%	3%	2%	-2%	-2%
CCOC(=O)CC(=O)CSc1ncnc2c1oc1ccccc12	-12%	u	-22%	0%	5%	-7%	-10%	-3%
Cc1nc2ccccc2c(=O)n1/N=C/c1cn[nH]c1-c1ccccc1	6%[10 µM]	-6%	-8%	x	-4%	7%	3%	-2%
Cc1ccc(S(=O)(=O)NCCCC(=O)C=[N+]=[N-])cc1	-15%[0.074 µM]	-2%	0%	-6%	-15%	9%	-5%	-15%
Cc1noc(NS(=O)(=O)c2ccc(NC(=O)CSc3ncccn3)cc2)c1C	12%[10 µM]	-7%	-8%	4%	2%	3%	-5%	2%
CCN(CC)c1ccc(NC(=O)CN2CCN(c3ccccc3F)CC2)cc1	8%	-14%&-18%	-16%&-16%	u	-3%	-12%	8%&9%	-6%
Cc1ccc(Nc2c(-c3cccnc3)nc3ccc(Cl)cn23)cc1	x	-10%	-19%	x	x	u	1%	x

Screening results (PubChem)

Compounds as they come (roughly 3.3% active in at least one column).
